EP2 antag: blocks the human prostaglandin E2 receptor EP2; inhibition, % at 25 µM; AID 1422; C6 glioma cells expressing human EP2, cAMP TR-FRET; cells stimulated with saturating PGE2; 260,000 tested, 0.52% active;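 active = percent inhibition above 40 after rounding to a whole number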;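 note: rat C6 glioma host cells with rolipram phosphodiesterase inhibitor present; the protocol text gives 20 µM as final concentration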
Target sequence (P43116 whole entry, looked up): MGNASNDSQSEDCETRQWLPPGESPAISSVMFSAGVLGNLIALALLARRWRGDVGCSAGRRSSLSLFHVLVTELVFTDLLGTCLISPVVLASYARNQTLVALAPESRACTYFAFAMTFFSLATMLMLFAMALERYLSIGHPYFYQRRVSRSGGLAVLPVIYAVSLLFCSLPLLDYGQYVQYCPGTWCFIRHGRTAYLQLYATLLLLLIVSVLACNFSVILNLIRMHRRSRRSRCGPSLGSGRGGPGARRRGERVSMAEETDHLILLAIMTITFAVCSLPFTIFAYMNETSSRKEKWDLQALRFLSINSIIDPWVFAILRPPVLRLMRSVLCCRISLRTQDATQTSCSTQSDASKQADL
EP2 mod: EP2 receptor (human) modulation; P43116; EP2-expressing cells, cAMP HTRF FRET, PGE2 co-stimulation; induction, % at 25 µM; 260,000 tested, 0.83% active;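 active = compounds whose cAMP rise, as percent of the full-agonist control response, exceeds 60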;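 note: rat C6 glioma line stably carrying human EP2 under a CMV promoter; the protocol text gives 20 µM as final concentration; 100% = response of wells given 1 µM PGE2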
S1P4 antagonist: blocks the human S1P4 receptor; O95977; S1P4-expressing cells, antagonist mode, reporter read-out; inhibition, % at 4.98 µM; 220,000 tested, 0.26% active; AID 1510; in the data active = inhibition above about 29%;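 note: 0% = wells stimulated with agonist and 100% = vehicle wells without agonist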
Target sequence (O95977 whole entry, looked up): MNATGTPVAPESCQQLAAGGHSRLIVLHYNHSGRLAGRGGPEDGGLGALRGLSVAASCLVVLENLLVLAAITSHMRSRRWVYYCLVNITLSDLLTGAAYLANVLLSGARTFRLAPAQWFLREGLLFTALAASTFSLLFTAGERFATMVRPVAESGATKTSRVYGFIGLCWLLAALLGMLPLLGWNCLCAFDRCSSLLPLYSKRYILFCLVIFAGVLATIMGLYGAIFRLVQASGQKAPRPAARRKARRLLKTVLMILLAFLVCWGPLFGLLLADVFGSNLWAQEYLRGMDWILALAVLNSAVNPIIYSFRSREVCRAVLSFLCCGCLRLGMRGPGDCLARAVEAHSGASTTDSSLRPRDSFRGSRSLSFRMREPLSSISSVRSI
eIF4E 4G PPI: eIF4E/eIF4G interaction inhibition in translation initiation; P63073+Q04637; TR-FRET eIF4E-eIF4GI(517-606) binding, 2 h; inhibition, % at 21.7 µM; 220,000 tested, 0.37% active; AID 782;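 active = inhibition above about 30%, limit read from the data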;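 note: 0% = full FRET control wells and 100% = background wells lacking eIF4GI fragment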
NPY-Y2 PAM-ag: potentiates or activates human NPY-Y2 receptor; P49146; cells expressing NPY-Y2, potentiator/agonist read-out; activation, % at 3.6 µM; 220,000 tested, 0.45% active; AID 1359; in the data active = activation above about 27%;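 note: cells stimulated with NPY near EC25 plus isoproterenol at EC100; 0% = vehicle plus submaximal agonist and 100% = vehicle plus saturating agonist; some results beyond the cut were filed as inactive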
NPY-Y1 PAM-ag: potentiators or agonists of human neuropeptide Y receptor Y1; activation, % at 3.6 µM; 220,000 tested, 0.37% active; NPY-Y1 expressing cells, potentiator/agonist activation; P25929; in the data active = activation above about 33%, passing the limit was not always enough;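 note: cells stimulated with NPY at EC10 then isoproterenol at EC100; 0% = low agonist plus stimulus and 100% = saturating agonist plus stimulus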
NPY-Y1 antag: NPY-Y1 (human) receptor antagonism | P25929 | HEK293-CNG Y1 cells, membrane potential fluorescence; NPY at EC95, then isoproterenol | inhibition, % at 3.6 µM | 200,000 tested, 1% active;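 active = inhibition above the campaign mean inhibition of all tested compounds plus 3 SD, cut at about 20% in these data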;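 note: 0% = DMSO wells given NPY plus isoproterenol and 100% = isoproterenol alone without NPY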
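Test system – HEK293 Y1/CNG channel cell line · Also added – NPY agonist 25 nM, then isoproterenol 1 µM plus Ro 20-1724 25 µM · Compound dosing – one concentration, 3.6 µM, in 0.4% DMSO · Schedule – compound incubation 1 h at room temperature, readout 45 min post-stimulation · Technique – fluorescence, membrane potential probe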
S1P4 agonist: activates the human S1P4 receptor; S1P4-expressing cell line, agonist reporter assay; activation, % at 4.98 µM; 220,000 tested, 0.35% active; AID 1509; in the data active = activation above about 11%;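 note: 0% = DMSO vehicle and 100% = reference agonist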
p97 inhibitor: inhibitors of human p97 ATPase | 220,000 tested, 0.42% active | recombinant p97 ATPase, Kinase-Glo ATP luminescence, 3 h | inhibition, % at 8 µM | P55072 | AID 1481; in the data active = inhibition above about 15%;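 note: 0% = DMSO vehicle and 100% = wells lacking enzyme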
Active calls of the source: *; · = no result given; [ ] = remark or other dose.

mol	EP2 antag	EP2 mod	S1P4 antagonist	eIF4E 4G PPI	NPY-Y2 PAM-ag	NPY-Y1 PAM-ag	NPY-Y1 antag	S1P4 agonist	p97 inhibitor
CCCC(=O)n1nc(NCc2ccc(OC)cc2)nc1NCc1ccc(OC)cc1	1	17	-8	6	0	-14	4	0.7	-2
Cc1cc(C)nc(SCc2nc(N)nc(-c3ccccc3O)n2)n1	11	-63	-12	-10[fluorescence artefact?]	0	-25	1	0.4	5
CCN(CC)C(=O)Cn1cc(SCC(=O)Nc2cc(C)on2)c2ccccc21	6	4	2	-5	-3	9	2	-0.8	-1
O=C(C1=C(O)C(=O)N(Cc2ccco2)C1c1cccs1)c1cccs1 (stereo unspecified)	17	40	-15	2	3	-3	2	0.9	0
NNC(=O)c1ccc2ccccc2n1	6	1	0	-2	-11	-6	-6	1.2	0
O=C(COC(=O)Cc1ccccc1[N+](=O)[O-])NCc1ccc(Cl)cc1	2	0	-6	7	7	11	3	0.9	3
CCOC(=O)C(C)Sc1nc(-c2ccccc2)nc2ccccc12 (stereo unspecified)	3	87*	0	2	-8	-13	6	1.2	-1
Cc1nn(CCc2nn[nH]n2)c2nc(-c3ccc(C4CCCCC4)cc3)cc(C(F)(F)F)c12	6	-16	-22	18	-9	4	5	1.2	-1
CC(=O)Nc1ccc(NC(=O)C2CCCN2S(=O)(=O)c2cccc3nsnc23)cc1 (stereo unspecified)	8	13	-10	-2	-5	5	-6	0.4	3
C/C(=N\OC(=O)Nc1ccccc1)c1cnn(-c2cc(C(F)(F)F)cc(C)n2)c1C	8	-18	-3	0	2	5	·	0.6	-2

More results.
mol	EP2 antag	EP2 mod	S1P4 antagonist	eIF4E 4G PPI	NPY-Y2 PAM-ag	NPY-Y1 PAM-ag	NPY-Y1 antag	S1P4 agonist	p97 inhibitor
Cn1c(CS(=O)Cc2c(Cl)cccc2Cl)nnc1SCc1c(Cl)cccc1Cl (stereo unspecified)	8	-46	-14	-11	0	12	5	0.8	-1
COc1ccc(C(=O)NNC2=CC(=O)CC(C)(C)C2)cc1	5	8	-28	4[fluorescence artefact?]	0	-19	12	1.7	-6
CCN1CCC(NC(=O)Nc2cccc(C(F)(F)F)c2)CC1	4	-12	2	2	0	36*	-1	-1.2	5
Cc1c(Cl)c(C(F)(F)F)nn1CC(=O)NCc1ccccc1	-1	27	-15	-7	-3	-3	10	-1.5	-3
CCOC(=O)C(Cc1ccccc1)c1ccnc2ncnn12 (stereo unspecified)	9	13	0	2	3	9	-1	-0.3	1
CCNc1nc(NC(C)CC)nc(ON=C(C)C)n1 (stereo unspecified)	5	-2	-8	5	-7	-12	-6	0.8	-4
C=CCNC(=O)CCCOc1cccc(C)c1	4	-1	-11	0	4	-10	4	8.1	3
COCCOC(=O)c1c(C)n(C)c2ccc(OC(=O)N3CCOCC3)cc12	4	0	-8	4[fluorescence artefact?]	-6	9	-7	1.1	-3
Cc1ccc(NC(=O)c2csc3c2CCCC3)cc1	6	-37	-16	0	-8	-8	10	-0.2	-2
CCOC(=O)N1CCN(C(=O)CSc2nnc(CNC(=O)c3ccccc3F)o2)CC1	9	10	-9	8[fluorescence artefact?]	-5	1	8	-1.0	0

NPY-Y1 PAM-ag, entries above that show a hit
smiles	EP2 mod	S1P4 antagonist	eIF4E 4G PPI	NPY-Y2 PAM-ag	NPY-Y1 PAM-ag	NPY-Y1 antag	S1P4 agonist	p97 inhibitor
CCN1CCC(NC(=O)Nc2cccc(C(F)(F)F)c2)CC1	-12	2	2	0	36*	-1	-1.2	5

(continued)
mol	EP2 antag	EP2 mod	S1P4 antagonist	eIF4E 4G PPI	NPY-Y2 PAM-ag	NPY-Y1 PAM-ag	NPY-Y1 antag	S1P4 agonist	p97 inhibitor
O=C(NC1CCCCC1)C(c1cccnc1)N(C(=O)CCl)c1cccc(Cl)c1 (stereo unspecified)	4	3	-10	7[fluorescence artefact?]	7	13	0	2.2	5
CC1CC(=O)c2cnc(Nc3cccc(C(F)(F)F)c3)nc2C1 (stereo unspecified)	7	33	-17	12	-13	-18	-2	-0.5	-2
CCOC(=O)C1CCN(Cc2cc(C(C)C)c(O)c(C(C)C)c2)CC1	10	22	-16	0	-13	-15	13	0.8	-3
CCOC(=O)c1sc(/N=C/C2=C(O)CC(C)(C)CC2=O)c(C(=O)OCC)c1C	4	31	-6	1	-18	-16	2	1.1	-3
Cc1ccc(NC(=O)Cn2nc(C)c([N+](=O)[O-])c2C)cc1C	5	-5	12	4	5	-6	-2	2.3	-3
CC(C)NC(=O)COC(=O)c1ccccc1Oc1ccccc1	·	10	-9	-5	0	-17	5	-0.5	0
NC(N)=NC1=NC(=O)/C(=C/c2ccccc2-n2cccn2)S1	3	19	-6	-1	-7	-16	2	2.1	4
Cc1ccc(C(=O)CN(C(=O)c2ccc(Cl)c(Cl)c2)N2C(=O)C3CCCCC3C2=O)cc1 (stereo unspecified)	10	-22	8	-5	-1	-11	0	-1.3	3
C=CCC1(O)C(=O)N2C(=C1C(=O)N1CCOCC1)c1ccccc1CC2(C)C (stereo unspecified)	2	9	-11	6	-7	-1	6	1.6	0
Cc1nnc(SCC(=O)NC2CCS(=O)(=O)C2)n1-c1ccccc1 (stereo unspecified)	5	5	9	-3	-7	-3	0	-0.1	3

3 entries from above, field by field:
> CC1CC(=O)c2cnc(Nc3cccc(C(F)(F)F)c3)nc2C1 (stereo unspecified)
  EP2 antag: 7; EP2 mod: 33; S1P4 antagonist: -17; eIF4E 4G PPI: 12; NPY-Y2 PAM-ag: -13; NPY-Y1 PAM-ag: -18; NPY-Y1 antag: -2; S1P4 agonist: -0.5; p97 inhibitor: -2
> CCOC(=O)C1CCN(Cc2cc(C(C)C)c(O)c(C(C)C)c2)CC1
  EP2 antag: 10; EP2 mod: 22; S1P4 antagonist: -16; eIF4E 4G PPI: 0; NPY-Y2 PAM-ag: -13; NPY-Y1 PAM-ag: -15; NPY-Y1 antag: 13; S1P4 agonist: 0.8; p97 inhibitor: -3
> CCOC(=O)c1sc(/N=C/C2=C(O)CC(C)(C)CC2=O)c(C(=O)OCC)c1C
  EP2 antag: 4; EP2 mod: 31; S1P4 antagonist: -6; eIF4E 4G PPI: 1; NPY-Y2 PAM-ag: -18; NPY-Y1 PAM-ag: -16; NPY-Y1 antag: 2; S1P4 agonist: 1.1; p97 inhibitor: -3

(list continues)
mol	EP2 antag	EP2 mod	S1P4 antagonist	eIF4E 4G PPI	NPY-Y2 PAM-ag	NPY-Y1 PAM-ag	NPY-Y1 antag	S1P4 agonist	p97 inhibitor
CCOc1cc(/C=N\O)cc(Cl)c1OCC	7	23	-28	-2	-12	-35	6	-1.2	-2
CC(C)CCn1c(=O)c2ccccc2n2c(CN3CCCC3)nnc12	5	29	-20	0	-11	18	5	0.3	3
NS(=O)(=O)c1ccc(CCNC(=O)CSc2nc3ccsc3c(=O)n2CC(=O)O)cc1	7	15	-12	-6	10	8	2	2.0	5
COc1cccc(C(=O)Cn2c(N3CCCCC3)nc3c2c(=O)n(C)c(=O)n3C)c1	6	37	7	3	-1	-12	4	0.0	2
Cc1c[n+]([O-])n(-c2ccc(C(=O)O)cc2)n1	9	50	6	5	-2	6	-3	0.7	-1
Cc1nc2ccccc2nc1SCC(=O)c1ccccc1	9	34	-8	3	1	19	-7	0.2	-2
Cc1nc2ccccc2c2oc(C(=O)NCC3CCCO3)cc12 (stereo unspecified)	8	-5	-13	2	-6	13	-4	0.9	3
O=C(O)CCC(=O)c1ccc2c(c1)OCCCO2	5	24	-9	0	-16	-15	8	1.1	-3
CN(C)C(=O)COC(=O)c1cccc(CN2C(=O)c3ccccc3C2=O)c1	3	-7	14	1	2	2	2	-0.5	-4
O=C(NCc1cccs1)C1CCCN(S(=O)(=O)c2cccs2)C1 (stereo unspecified)	9	3	4	0	8	4	-2	2.6	5

Entries of single compounds as entered above:
Shown for Cc1nc2ccccc2nc1SCC(=O)c1ccccc1 = EP2 antag = 9; EP2 mod = 34; S1P4 antagonist = -8; eIF4E 4G PPI = 3; NPY-Y2 PAM-ag = 1; NPY-Y1 PAM-ag = 19; NPY-Y1 antag = -7; S1P4 agonist = 0.2; p97 inhibitor = -2
Shown for CC(C)CCn1c(=O)c2ccccc2n2c(CN3CCCC3)nnc12 = EP2 antag = 5; EP2 mod = 29; S1P4 antagonist = -20; eIF4E 4G PPI = 0; NPY-Y2 PAM-ag = -11; NPY-Y1 PAM-ag = 18; NPY-Y1 antag = 5; S1P4 agonist = 0.3; p97 inhibitor = 3

Remaining list, next part.
mol	EP2 antag	EP2 mod	S1P4 antagonist	eIF4E 4G PPI	NPY-Y2 PAM-ag	NPY-Y1 PAM-ag	NPY-Y1 antag	S1P4 agonist	p97 inhibitor
COc1cccc(OC)c1C(=O)NNC(=O)c1cccnc1	13	2	-2	-7	4	8	·	0.1	8
O=C(O)CSC1=NC(=Nc2cccc(Cl)c2)C2(CCCCC2)N1c1ccccc1	5	24	-42	3	9	-8	0	1.1	-3
COc1ccccc1-c1coc2c(CN3CCN(C)CC3)c(O)ccc2c1=O	12	·	16	·	4	0	-7	-1.4	0
N#Cc1ccccc1NC(=O)c1ccc2c(Cl)c3c(nc2c1)CCCC3	8	4	-17	1	-12	-2	3	-0.5	2
COc1cccc2sc(NC(=O)c3ccc(Br)s3)nc12	26	32	0	-46	-3	-3	-2	-4.8	-2
Cc1ccccc1NC(=O)NC(C)(C)CC(C)(C)C	1	-14	0	-1	12	-18	4	5.0	4
Cc1cccc(/C=N/NC(=O)Cn2nccc2C)n1	7	18	-3	-3	-10	2	0	1.0	0
N=C1/C(=C\c2ccc(-c3cccc(C(=O)O)c3)o2)C(=O)N=C2SC=C(c3ccccc3)N12	59*	-50	-5	65*	18	12	·	1.6	9
O=C(COC(=O)Cc1ccc(S(=O)(=O)N2CCOCC2)s1)Nc1ccc2c(c1)OCO2	11	5	-3	7	-3	-14	2	1.7	-1
Cc1ccc[n+](CC(=O)Nc2cccc([N+](=O)[O-])c2)c1	6	-22	1	3	-5	9	4	-3.2	4
O=C(NCc1ccccn1)c1ccc([N+](=O)[O-])cc1	7	33	-8	-1	7	1	-2	1.4	6

Screening data from PubChem BioAssay.

Some of the compounds tested. The share of hits here may be higher or lower than overall.
